ADAM17 inh: ADAM17 inhibition, QFRET primary screen; P78536; recombinant ADAM17, EDANS/DABCYL FRET peptide cleavage; inhibition, % at 6.95 µM; hit rate 0.83% among 370,000; AID 720648;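 active means inhibition above the mean of compounds lying between control limits plus 3 SD, set per campaign, cut at about 8.5% in these data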;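 further: 0% = DMSO-only wells as the low control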
Target sequence (P78536 215-824 limits assumed): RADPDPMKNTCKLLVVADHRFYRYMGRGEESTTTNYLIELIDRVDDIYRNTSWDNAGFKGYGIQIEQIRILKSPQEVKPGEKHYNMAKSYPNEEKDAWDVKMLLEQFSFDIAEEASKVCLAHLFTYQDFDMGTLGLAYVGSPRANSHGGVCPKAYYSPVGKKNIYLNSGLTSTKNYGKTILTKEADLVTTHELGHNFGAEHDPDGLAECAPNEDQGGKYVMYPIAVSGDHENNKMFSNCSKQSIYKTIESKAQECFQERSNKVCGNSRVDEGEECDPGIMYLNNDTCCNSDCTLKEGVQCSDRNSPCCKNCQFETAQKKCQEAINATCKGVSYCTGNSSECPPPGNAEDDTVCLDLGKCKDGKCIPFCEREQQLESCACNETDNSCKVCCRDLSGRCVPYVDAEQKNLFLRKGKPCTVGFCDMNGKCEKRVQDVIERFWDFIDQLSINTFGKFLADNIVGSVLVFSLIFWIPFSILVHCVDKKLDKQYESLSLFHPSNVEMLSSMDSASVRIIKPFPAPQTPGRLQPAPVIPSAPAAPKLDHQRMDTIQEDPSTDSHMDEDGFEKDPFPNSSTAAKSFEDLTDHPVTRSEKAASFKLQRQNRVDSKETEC
DAX1 inh-1: NR0B1 (DAX1) inhibition | hit rate 0.99% among 340,000 | AID 504766 | P51843 | HEK293 Gal4-DAX1 luciferase reporter, luminescence | inhibition, % at 6.75 µM;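 active means inhibition above the mean over all tested compounds plus 3 SD, cut at about 4.2% in these data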;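 further: 0% = DAX1-transfected cells with DMSO and 100% = empty-vector control cells with DMSO; inhibition shows as a rise in luminescence from relieved DAX1 repression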
ssDAF-12 act: S. stercoralis DAF-12 activation, primary screen | HEK293 ssDAF-12/GRIP1 lit1-tk-luc reporter, luminescence; % of 3 µM dafachronic acid response | activation, % at 6.8 µM | hit rate 1% among 370,000;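 active means activation above the mean over all tested compounds plus 3 SD, cut at about 0.9% in these data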;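 further: 0% = DMSO-only wells and 100% = 3 µM delta7-dafachronic acid wells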
PLCg1 inh: inhibitors of human phospholipase C gamma1; purified PLC-gamma1, fluorogenic substrate, fluorescence; inhibition, % at 12.2 µM; hit rate 0.84% among 370,000; AID 720700; in the data active means inhibition above about 9.5%
DAX1 inh-2: inhibitors of DAX1 repression of SF-1 activated StAR promoter; AID 652010; hit rate 1.1% among 370,000; HEK293T StAR-luciferase reporter, SF-1/DAX-1 repression relief; inhibition, % at 6.8 µM;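 active means inhibition above the mean over all tested compounds plus 3 SD, cut at about 3.6% in these data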;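 further: 0% = DAX-1 cells with DMSO and 100% = cells lacking DAX-1 with DMSO; higher inhibition means more luminescence from relief of DAX-1 repression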
PLCb3 inh: inhibitors of human phospholipase C beta3 | Q01970 | hit rate 0.18% among 370,000 | inhibition, % at 12.2 µM | Purified PLC-beta3, fluorogenic substrate, fluorescence; in the data active means inhibition above about 11%;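 further: 0% = median of compound wells on plate and 100% = full blocker control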
hcDAF12 agonist: H. contortus DAF-12 activation, primary screen; hit rate 1.4% among 370,000; activation, % at 6.8 µM; AID 652067; HEK293 hcDAF-12 lit1-tk-luc reporter, luminescence; 0% DMSO, 100% Δ7-dafachronic acid;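 active means activation above the mean of all tested compounds plus 3 SD, cut at about 5.5% in these data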;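 further: 100% = response to 3 µM Δ7-dafachronic acid high control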
FXN GAA850 act: frataxin GAA850 promoter activation | HEK293 lucGAA850 FXN promoter luciferase reporter, 24 h; percent of 10 µM SAHA response | activation, % at 6 µM | hit rate 0.56% among 360,000;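 active means activation above the average of all compounds screened plus 3 SD, cutoff fixed separately per campaign, cut at about 7.5% in these data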;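 further: 0% = DMSO wells and 100% = 10 µM SAHA wells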
HGIII-sPLA2 inh: Inhibits HGIII-sPLA2 liposome hydrolysis, primary screen; QFRET BODIPY PC-A2 liposome hydrolysis, fluorescence; inhibition, % at 12.2 µM; hit rate 0.56% among 370,000;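 active means inhibition above mean plus 3 SD of compounds lying within the high and low control bounds, cut at about 19% in these data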;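 further: 0% = median of test compound wells and 100% = no enzyme DMSO wells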
Target sequence (Q9NZ20 whole entry, looked up): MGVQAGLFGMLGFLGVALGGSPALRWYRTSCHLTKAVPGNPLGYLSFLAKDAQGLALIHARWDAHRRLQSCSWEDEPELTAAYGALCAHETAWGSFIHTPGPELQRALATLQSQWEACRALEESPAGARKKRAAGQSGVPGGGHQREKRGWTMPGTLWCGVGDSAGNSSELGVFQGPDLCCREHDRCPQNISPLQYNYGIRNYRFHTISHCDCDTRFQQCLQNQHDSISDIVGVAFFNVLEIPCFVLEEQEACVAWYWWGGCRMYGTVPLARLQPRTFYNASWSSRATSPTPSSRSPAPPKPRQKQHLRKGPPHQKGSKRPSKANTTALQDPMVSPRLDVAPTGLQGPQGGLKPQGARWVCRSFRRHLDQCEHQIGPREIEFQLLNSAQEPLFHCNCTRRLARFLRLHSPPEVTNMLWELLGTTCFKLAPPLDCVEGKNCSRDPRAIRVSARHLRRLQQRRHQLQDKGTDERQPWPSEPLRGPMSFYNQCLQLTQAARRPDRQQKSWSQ
hgDAF12 agonist: agonists of H. glycines DAF-12 nuclear receptor | HEK293 GAL4-hgDAF12 UAS-luciferase reporter, agonist luminescence; normalized to butyrate control | activation, % at 6.8 µM | hit rate 1.8% among 370,000;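 active means activation above a cutoff set at the mean of all screened compounds plus 3 SD, cut at about 10% in these data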;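 further: 0% = DMSO wells and 100% = sodium butyrate wells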
ADAM10 inh: inhibits human ADAM10 | O14672 | recombinant ADAM10, EDANS/DABCYL FRET peptide cleavage, 3 h | inhibition, % at 7 µM | hit rate 0.62% among 370,000 | AID 720582;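 active means inhibition above a per-campaign cutoff equal to the mean of compounds falling between control-based bounds plus 3 SD, cut at about 20% in these data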;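 further: 0% = DMSO wells while the 100% control is not disclosed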
Numbers without * were called inactive; . = not tested or not shown.

mol	ADAM17 inh	DAX1 inh-1	ssDAF-12 act	PLCg1 inh	DAX1 inh-2	PLCb3 inh	hcDAF12 agonist	FXN GAA850 act	HGIII-sPLA2 inh	hgDAF12 agonist	ADAM10 inh
COCc1nnc(NC(=O)c2ccc(Cl)cc2[N+](=O)[O-])s1	-1	-0.4	-1.0	0	0.1	1	-2.9	3.8	14	-0.8	-9
Cc1ccc(-c2nc(C3CCN(S(=O)(=O)c4ccc(C(F)(F)F)cc4)CC3)no2)cc1	-6	-0.5	-1.3	-5	0.8	-6	-1.6	0.6	-1	-3.2	-18
COc1ccccc1C=NNC(=O)c1ccccc1OCCOc1ccccc1	-1	0.3	-0.3	0	-2.1	-1	-0.1	-1.3	-13	3.7	-2
CCN1C(=O)S/C(=C/c2ccsc2)C1=O	3	1.0	-1.6	4	-0.8	6	-1.3	2.7	2	1.7	9
CC(C)[C@H](NC(=O)OCc1ccccc1)C(=O)OCC(=O)NCc1ccco1	-5	.	-0.5	-2	-0.6	-9	0.1	1.9	-8	1.5	-5
COc1cc(C(=S)N2CCOCC2)ccc1OC(=O)c1ccccc1	-3	-1.4	-1.1	0	-0.1	-2	0.4	1.5	3	1.1	0
CCOC(=O)c1cc(C#N)c(=S)[nH]c1C	-6	2.0	-1.5	-23	0.7	-45	-2.1	3.5	13	-1.4	-5
COc1cc(NC(=O)C(C)(C)C)c(C(=O)OCC(=O)Nc2cc(C)on2)cc1OC	-1	0.8	-1.8	2	1.0	-9	0.4	0.2	13	-4.2	-15
CCOC(=O)CNc1ccc2c(c1)OCO2	-2	-0.4	-1.0	-18	0.0	-12	-0.5	0.5	5	0.4	-9
COc1cccc(N2CCN(C(=O)c3cccc(NC4=NC5CS(=O)(=O)CC5S4)c3)CC2)c1 (centres undefined)	-2	3.5	-1.1	1	-0.3	-37	1.8	1.3	-1	3.3	-11
CC(C)(C)OC(=O)N1CCC(CC2CC(c3ccccc3)=NO2)(C(=O)NCc2ccccc2)CC1 (centres undefined)	-3	1.0	-1.1	-2	-0.6	2	-1.8	0.8	-4	-5.3	-3
CC1(C)CC(=O)C/C(=N\NC(=O)C2C3CCCCC32)C1 (centres undefined)	-4	-0.8	-0.8	-4	-0.2	-6	-1.9	4.8	1	-2.7	-10
Cc1cccc2c1NC(C)CC2C (centres undefined)	-4	-0.2	-0.9	-2	-0.6	1	-1.2	-0.5	2	0.7	-8
CCOC(=O)[C@]12CCCC=C1N(Cc1ccco1)C(=O)[C@H](CC(=O)NCCC(C)C)C2	-2	.	-0.9	1	-0.5	4	-0.8	.	-17	0.9	2
COc1ccc(C2CC(c3cccs3)=NN2C(=O)CSc2nc3c(cnn3-c3ccccc3)c(=O)[nH]2)cc1 (centres undefined)	-3	1.2	-0.5	1	-0.6	1	1.2	-1.6	-1	2.2	5
Cc1sc(NC(=O)c2cccc([N+](=O)[O-])c2)c(C(N)=O)c1-c1ccc(C(C)(C)C)cc1	-3	0.2	-1.3	2	-0.9	0	-0.9	-4.0	2	-1.1	2
CCOc1cc(C(=S)N2CCCCC2)ccc1OS(=O)(=O)c1ccc(Cl)cc1	5	-1.8	-1.9	6	-0.9	0	0.0	0.4	8	-1.0	11
CCn1ncc(C(=O)Nc2ccc(F)cc2)c1C	0	3.2	1.7*	0	0.7	-2	4.9	4.4	-3	7.5	6
O=C(Cn1cnc2ccccc21)c1ccc(Br)cc1	-2	-0.1	-1.4	1	0.3	-6	-1.3	5.9	-45	8.0	-2
FC(F)(F)c1cccc(NC(=S)NCC2COc3ccccc3O2)c1 (centres undefined)	9.2*	0.3	-1.3	6	-0.3	3	-0.9	1.1	1	1.7	28*

(list continues)
mol	ADAM17 inh	DAX1 inh-1	ssDAF-12 act	PLCg1 inh	DAX1 inh-2	PLCb3 inh	hcDAF12 agonist	FXN GAA850 act	HGIII-sPLA2 inh	hgDAF12 agonist	ADAM10 inh
CS(=O)(=O)NCC(c1ccco1)N1CCN(c2ccc(F)cc2)CC1 (centres undefined)	-4	0.1	-1.1	2	0.6	2	1.2	1.3	8	-1.7	3
COc1cc(SC)ccc1C(=O)Nc1ccc2c(c1)OCO2	-3	9.4*	1.4*	-6	7.8*	-18	8.9*	4.6	8	20*	-3
Cc1cc(C)cc(N(C(=O)c2csnn2)C(C(=O)NC2CCCC2)c2ccccn2)c1 (centres undefined)	-1	-1.1	-0.3	-1	1.6	-1	-1.7	0.7	-3	0.5	-2
O=[N+]([O-])c1ccccc1Oc1ccc(S(=O)(=O)N2CCOCC2)cc1	-5	-0.6	-0.7	3	-1.6	-4	-2.0	0.4	4	-3.3	-6
CC(C=NNc1ccc([N+](=O)[O-])cn1)=Cc1ccccc1	-2	7.5*	-0.1	-15	3.7*	-23	3.3	5.0	4	17*	-13
O=C(N[C@@H](Cc1cccnc1)C(=O)N1CCC[C@H]1C(=O)NCCc1ccccc1Cl)C1CCCC1	-1	.	-1.0	3	0.5	3	-1.2	.	-1	0.5	-9
COc1ccc(N2CCN(C(=O)C3CCCN(S(=O)(=O)c4ccc(F)cc4)C3)CC2)cc1 (centres undefined)	-2	-0.9	-1.6	4	-3.8	-2	-3.0	-1.4	0	-2.5	-10
CC(C)c1ccc(N2C=Nc3ccc(C(C)C)cc3C2)cc1	-1	-1.9	-1.2	-4	-0.4	-11	-0.6	3.2	6	3.2	1
COc1ccc(-c2noc(CCC(=O)NC3CCCCC3)n2)cc1	-1	-0.3	-0.5	5	0.2	-1	-0.6	-0.3	3	2.3	5
O=C(CCC(=O)OCc1ccc([N+](=O)[O-])cc1)Nc1ccc(F)cc1	3	-0.4	-1.9	10*	0.0	10	-0.7	1.0	0	-1.0	2
COc1ccc(/C=C/C(=O)Nc2ccccc2F)cc1S(=O)(=O)N1CCOCC1	-1	-1.1	-1.4	-3	-1.6	-3	-2.1	-1.0	10	-5.1	-3
CCC(=O)N=c1ccn(C2=Nc3ccccc3NC2=C(C#N)C#N)cc1	2	0.2	-1.0	-6	1.7	-17	5.3	0.5	13	5.0	7
CC(C)Cc1ccc(-c2ccc3nccn3c2)cc1	-10	.	-0.7	-6	2.3	-18	-1.8	2.9	6	5.5	-27
Cc1noc(C)c1COc1ccccc1C(=O)N1CCN(S(=O)(=O)c2cccc([N+](=O)[O-])c2)CC1	1	0.5	-0.8	-2	0.2	-3	-0.1	-0.2	10	-1.4	-12
O=C(NC1CCCCCC1)C1CCCN(c2ncccn2)C1 (centres undefined)	-5	-0.1	-0.5	-11	0.0	-14	-1.4	1.7	0	1.4	-20
COC(=O)c1nc(NC(=S)NC(=O)c2cccs2)sc1C	-2	0.3	0.1	-7	1.2	-9	3.9	3.2	5	5.3	-8
O=C(Nc1cccs1)NC1CCCC1	-7	1.5	-0.7	-15	0.0	-16	-0.7	-0.9	3	-0.4	-13
OC(CNCCCCNCC(O)C(F)(F)F)C(F)(F)F (centres undefined)	-1	4.0	-1.4	2	-0.3	-6	2.8	0.1	2	0.5	-1
Cc1ccc2nc(Nc3ccc(C)c(C)c3)c3nncn3c2c1	1	-1.1	-0.9	-31	0.5	-37	-2.2	1.3	-3	-0.3	3
Clc1ccc(-n2c(SCc3cccc4ccccc34)nnc2-c2ccco2)cc1	8	.	-2.3	-1	-1.4	-1	-4.2	.	-10	-0.1	17

Gathered by group: the entries above with an NH in an aromatic ring (2)
mol	ADAM17 inh	DAX1 inh-1	ssDAF-12 act	PLCg1 inh	DAX1 inh-2	PLCb3 inh	hcDAF12 agonist	FXN GAA850 act	HGIII-sPLA2 inh	hgDAF12 agonist	ADAM10 inh
CCOC(=O)c1cc(C#N)c(=S)[nH]c1C	-6	2.0	-1.5	-23	0.7	-45	-2.1	3.5	13	-1.4	-5
COc1ccc(C2CC(c3cccs3)=NN2C(=O)CSc2nc3c(cnn3-c3ccccc3)c(=O)[nH]2)cc1 (centres undefined)	-3	1.2	-0.5	1	-0.6	1	1.2	-1.6	-1	2.2	5

The list continues:
mol	ADAM17 inh	DAX1 inh-1	ssDAF-12 act	PLCg1 inh	DAX1 inh-2	PLCb3 inh	hcDAF12 agonist	FXN GAA850 act	HGIII-sPLA2 inh	hgDAF12 agonist	ADAM10 inh
CCOCCCNC(=S)N1CCC(NC(=O)C23CC4CC(CC(C4)C2)C3)CC1	-3	-0.8	-0.9	1	-0.6	-3	-1.8	0.3	-3	-0.4	2
Cc1nn(-c2ccccc2)c(C)c1/C=C/C(=O)OC(C)C(=O)Nc1ncc(Cl)cc1Cl (centres undefined)	3	1.1	-1.1	3	0.0	5	-1.2	-3.2	-9	0.6	2
COc1cccc(OC)c1C(=O)N1CCN(S(=O)(=O)c2ccc(C)cc2)CC1	-2	-0.3	-1.3	1	-0.5	-1	-0.8	1.4	6	1.1	1
Cc1ccccc1NC(=O)Cn1cnc2c(oc3ccccc32)c1=O	-5	1.7	-0.9	-1	0.6	-2	-0.5	-2.6	2	1.2	-5
CC(NC(=O)Cc1c(F)cccc1Cl)C1CCCO1 (centres undefined)	-8	0.0	-1.1	2	-0.4	2	1.0	-3.2	6	0.3	3
O=C1CC2(CCCC2)C(=O)N1CN1CCN(S(=O)(=O)c2cc(F)ccc2F)CC1	3	2.1	-1.4	1	-0.6	1	-0.4	-0.6	-1	0.6	-4
c1ccc2nc(N3CCN(Cc4ccc5c(c4)OCO5)CC3)cnc2c1	-17	-1.7	-0.8	-19	-1.7	-20	0.1	-0.9	-5	-0.2	-61
Cc1ccsc1C(=O)NNC(=S)NC1CCCCC1	-10	1.2	-0.4	-3	4.1*	-7	-0.2	3.4	7	4.3	-9
CN1CCc2c(n(CC(O)CN(CCO)CCO)c3ccccc23)C1=O (centres undefined)	-13	1.9	-1.2	-8	0.0	-10	-1.5	-0.9	4	0.9	-49
c1ccc(CCc2nn3c(C4COc5ccccc5O4)nnc3s2)cc1 (centres undefined)	-3	-0.1	-0.3	0	1.0	-1	0.4	4.2	-13	5.3	3
Cc1ccc(-c2nc(C#N)c(NCCc3ccccn3)o2)cc1	-12	1.9	-0.6	-9	0.3	-12	2.3	1.4	3	3.4	-32
COc1ccccc1OCC#CCn1ccnc1	0	-1.1	-0.9	-2	0.2	3	0.1	-1.2	-1	-1.3	-2
CC(=O)N(c1ccc(C)cc1)S(=O)(=O)c1ccc(Cl)cc1	-5	0.7	-1.4	-2	-0.5	-2	-1.4	0.3	4	-2.8	-6
S=C1NCN(C2CCCCC2)CN1c1ccccc1	0	3.2	-0.9	2	-0.2	-3	-0.8	1.1	13	0.1	-1
COc1ccc(CN2C(=O)COc3ccccc32)cc1	-1	-0.3	-0.4	2	-0.5	-4	-0.7	0.3	0	1.9	3
CCOc1cc(C(c2c(C)[nH][nH]c2=O)c2c(C)[nH][nH]c2=O)cc(Cl)c1O	1	-0.2	-0.8	2	-0.2	-4	-2.6	0.8	-22	-0.6	8
Brc1ccc(C2=CC(c3cccs3)n3ncnc3N2)cc1 (centres undefined)	-55	0.4	0.3	-365	-0.9	-440	0.3	1.5	-28	1.5	-206
CN1CCCCCC1C(=O)N1CCC(N2CCC(C(=O)N3CCOCC3)CC2)CC1 (centres undefined)	-2	2.7	-0.8	0	-0.1	-1	0.5	1.6	1	-0.9	-6

Screens: PubChem BioAssay, The Scripps Research Institute Molecular Screening Center
